Screening results as filed in PubChem BioAssay.
PP5 inh – inhibitors of human protein phosphatase 5 (PP5). purified PP5c, OMFP substrate fluorescence. inhibition, % at 6.7 µM. 320,000 tested, 0.18% active;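 active means inhibition above the campaign's mean inhibition across all tested compounds plus 3 SD, cut at about 9.5% in these data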;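 further: 0% = DMSO only and 100% = 100 µM cantharidin control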
core dimer inh – HCV core protein dimerization inhibition | TR-FRET GST/Flag-core106 dimerization, 1536-well | inhibition, % at 5 µM | 300,000 tested, 0.33% active;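 active means inhibition above the mean of all tested compounds plus 3 SD, set per screening campaign, cut at about 45% in these data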
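assay system = GST-tagged and Flag-tagged HCV core protein residues 1-106 | controls = unlabelled core106 and no-GST-core106 wells | incubation = compound-protein-antibody incubation 4 h at 22.5 °C | probe or stimulus = Eu donor and XL665 acceptor anti-tag antibodies | read-out = % inhibition based on acceptor/donor emission ratio | signal = TR-FRET 671 and 617 nm emission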
PP1 counter – PP1-alpha (human) inhibition in PP5 counter-screen | purified PP1alpha, OMFP fluorescence | 320,000 tested, 0.9% active | inhibition, % at 6.7 µM | P62136;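 active means inhibition above the mean inhibition of all tested compounds plus 3 SD, computed separately for each screening campaign, cut at about 15% in these data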
GASC-1 inh – blocks human GASC-1 demethylase activity; Q9H3R0; GST-JMJD2C(1-420) H3K9me3 demethylation, DELFIA europium; inhibition, % at 2.35 µM; 330,000 tested, 0.069% active; AID 2099;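 active means more than half of a compound's replicate wells show inhibition beyond 50%, single wells judged on their own value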;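 further: signal counts dimethyl H3K9 product captured on neutravidin plate; 0% = median of DMSO wells and 100% = 0.3 times that DMSO median; strong numbers were not always called active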
GRK2 aptamer HTS – blocks RNA aptamer binding to human GRK2. bead flow cytometry, FAM-aptamer displacement from GRK2. 330,000 tested, 0.59% active. P25098. AID 488847. inhibition of aptamer binding, % at 10 µM;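 active means inhibition of aptamer binding above 40%, roughly 3 SD of noise, on plates passing a quality check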;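 further: median bead fluorescence of bound FAM aptamer so fluorescent compounds give negative values; no value below 0 was filed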
proCasp7 act – counter-screen: procaspase-7 (human) activation; P55210; recombinant procaspase-7, Ac-DEVD-pNA absorbance 405 nm; D23A/D198A/D206A triple mutant, cannot self-cleave; scale: DMSO 0, 5 µM enzyme 100; activation, % at 8.5 µM; 330,000 tested, 0.093% active;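 active means percent activation above the screen-wide mean plus 3 SD, cut at about 25% in these data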
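Material: Procaspase-7 triple mutant (PC-7 D3A) | Quantity: 2 µM procaspase-7 mutant as dispensed | Reagent: DEVD-pNA substrate | Times: 1 h preincubation, 2 h reaction | Technique: 405 nm absorbance of p-nitroaniline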
proCasp3 act – procaspase-3 (human) activation; activation, % at 8.5 µM; recombinant procaspase-3 D3A, Ac-DEVD-pNA absorbance 405 nm; 330,000 tested, 0.11% active; AID 463141;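 active means activation above the mean of all tested compounds plus 3 SD, cut at about 21% in these data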;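 further: 0% = DMSO alone and 100% = DMSO wells spiked with extra 5 µM PC-3 D3A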
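Assay system – Procaspase-3 D3A mutant, all three cleavage aspartates alanine · Controls – DMSO-only low control, 5 µM PC-3 D3A high control · Schedule – 1 h compound preincubation, 2 h substrate hydrolysis at 25 °C · Signal – 405 nm absorbance of p-nitroaniline, reads at 0 and 120 min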
Fh CTSL1 inh – counter-screen for PFM18AAP inhibitors: inhibitors of F. hepatica cathepsin L1 | recombinant F. hepatica cathepsin L1, Z-Leu-Arg-MCA fluorescence | inhibition, % at 5.96 µM | 300,000 tested, 0.49% active;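 active means inhibition above the mean of all tested compounds plus 3 SD, set per screening campaign, cut at about 17% in these data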;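 further: 0% = plate median of test compound wells and 100% = 1 µM Z-Phe-Ala-diazomethylketone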
VLA-4 inh – inhibition in a human VLA-4 binding assay | P13612 | VLA-4 expressing cells, ligand binding flow cytometry | AID 2557 | inhibition, % (about 7 µM as worked out from the volumes in the protocol) | 330,000 tested, 0.2% active; in the data active means inhibition above about 50%
Target sequence (P13612 whole entry, looked up): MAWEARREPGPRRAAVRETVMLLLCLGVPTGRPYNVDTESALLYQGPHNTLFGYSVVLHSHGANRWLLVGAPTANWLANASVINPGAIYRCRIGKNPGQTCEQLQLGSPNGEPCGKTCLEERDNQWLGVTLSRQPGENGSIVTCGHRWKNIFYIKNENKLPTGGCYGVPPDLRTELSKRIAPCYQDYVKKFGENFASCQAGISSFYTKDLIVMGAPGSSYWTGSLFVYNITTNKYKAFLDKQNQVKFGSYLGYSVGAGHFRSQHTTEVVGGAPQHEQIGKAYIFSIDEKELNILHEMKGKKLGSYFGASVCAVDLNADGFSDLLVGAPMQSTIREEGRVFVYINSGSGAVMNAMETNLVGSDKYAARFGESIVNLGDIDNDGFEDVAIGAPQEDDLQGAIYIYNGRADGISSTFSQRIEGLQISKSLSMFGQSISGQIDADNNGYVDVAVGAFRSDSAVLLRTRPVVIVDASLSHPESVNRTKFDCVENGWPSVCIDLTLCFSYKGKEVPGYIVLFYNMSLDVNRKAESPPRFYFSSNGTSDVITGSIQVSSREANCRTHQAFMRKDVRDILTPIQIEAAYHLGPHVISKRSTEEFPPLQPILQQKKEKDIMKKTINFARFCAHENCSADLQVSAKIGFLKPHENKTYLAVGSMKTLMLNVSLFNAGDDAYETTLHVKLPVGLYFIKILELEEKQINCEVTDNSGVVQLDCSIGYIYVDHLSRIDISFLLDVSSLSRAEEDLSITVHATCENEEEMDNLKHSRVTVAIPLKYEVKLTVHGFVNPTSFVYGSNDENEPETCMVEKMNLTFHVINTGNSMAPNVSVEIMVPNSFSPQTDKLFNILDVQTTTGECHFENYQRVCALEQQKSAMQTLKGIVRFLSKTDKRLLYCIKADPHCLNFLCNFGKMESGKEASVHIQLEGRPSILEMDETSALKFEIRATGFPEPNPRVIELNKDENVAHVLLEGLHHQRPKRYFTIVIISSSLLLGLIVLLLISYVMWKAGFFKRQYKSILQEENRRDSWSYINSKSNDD
Active calls of the source: *; . = not tested or not shown; & = joins results of further samples.

SMILES	PP5 inh	core dimer inh	PP1 counter	GASC-1 inh	GRK2 aptamer HTS	proCasp7 act	proCasp3 act	Fh CTSL1 inh	VLA-4 inh
Cc1ccc2[nH]c(=O)c3cc(C(=O)NCCN4CCN(C)CC4)sc3c2c1	0.9	-5	-4	-3	0	4	9	-1	-5
CCn1c(=O)c2c(nc3n2CC(C)CN3CCc2ccccc2)n(C)c1=O (stereo not given)	0.7	2	4	-12	0	-16	9	-1	13
Cc1cccc(C)c1OCC(=O)N(Cc1cccs1)C1CCS(=O)(=O)C1 (stereo not given)	-0.4	-2	-4	20	1	6	-5	-2	5
CC#CC(=O)NC1CCCN(C2Cc3ccccc3C2)C1 (stereo not given)	-2.5	2	-5	-8	0	3	-2	-4	-7
O=C1CSC(c2ccccc2)N1c1ccc(F)cc1F (stereo not given)	1.3	-8	-1	6	1	4	2	-5	2
COc1ccc(N2CCN(CCNC(=O)C3CCN(S(=O)(=O)c4cccs4)CC3)CC2)cc1	-4.4	0	-3	7	0	-2	-3	-2	8
Cc1ccc(NC(=O)CSc2nnc(-c3cc(C)on3)o2)cc1	1.1	-1	-1	-12	1	-4	5	0	0
Cc1nnc(SCC(=O)N2CCN(c3ccccc3)CC2)n(N)c1=O	0.7	1	-6	-3	1	12	4	-1	0
CCOC(=O)c1ccc(-n2c(CCC(=O)O)ccc2-c2cccs2)cc1	-1.0	14	3	-1	0	-29	-32	7	22
COc1ccc(C2=NS(=O)(=O)N(C)C(C(=O)NC3CCCC3)=C2)cc1OC	-1.7	-3	0	4	0	5	-6	3	-4
Cc1cc(N2CCCC2=O)cc(C)c1S(N)(=O)=O	0.6	-2	-3	-8	0	-3	-4	1	15
N#Cc1cc2c(nc1SCC(=O)O)CCCC2	0.8	0	0	-4	2	2	-11	0	17
O=C(/C(=C(\O)c1ccccc1)c1nc2ccccc2[nH]1)c1ccccc1	3.6	-2	-1	-1	1	-8	-1	-2	7
O=C(O)[C@H](Cc1ccccc1)NC(=O)C(c1ccccc1)(c1ccccc1)c1ccccc1	3.2	9	4	7	21	-5	0	6	-5
CCn1nnnc1NC(=O)c1cc(OC)c(OC)c(OC)c1	2.1	-2	6	5	0	-7	-1	2	-4
COc1ccc(C(=O)CC(=O)C(=O)Nc2ccc(Cl)cc2)cc1	4.6	0	3	-1	0	0	5	6	10
S=C(c1ccc(-c2ccccc2)o1)N1CCCCC1	-0.3	1	-1	-2	0	-22	-46	1	10
CSc1ccc(CN(C)CC(=O)NC(=O)NC(C)(C)C)cc1	2.7	-4	3	-2	0	5	8	-2	1
CCOc1ccc(N/C=C/C(=O)c2ccc(OC)c(OC)c2)cc1	0.6	10	5	4	2	4	-1	0	3
CCOc1ccc(CNC(=O)CCCC(=O)n2ncc3cc(C)ccc32)cc1	2.2	-2	0	0	0	0	4	-6	59*
Cc1ccc(C(=O)c2c3ccc(N)cc3nn2CCC(N)=O)cc1	3.3	3	8	0	0	-11	-2	-3	5
COc1cc(/C=N/NC(=O)c2csc3c2CCCC3)cc(OC)c1O	3.0	-13	1	-3	19	6	8	2	8
COc1ccc(CNC(=O)COC(=O)c2cc(-c3cccs3)nc3ccccc23)cc1OC	0.6	15	1	23	1	17	7	3	-5
Cc1ccc(Cl)cc1NC(=S)N(Cc1ccco1)C(C)c1cccs1 (stereo not given)	2.5	-2	-1	18	6	-5	-8	-2	0
Oc1ccc(Cl)cc1Cc1cc(Cl)ccc1O	4.9	4	3	54	0	3	-1	5	20
COc1ccc(C(c2c(N)[nH]c(=S)[nH]c2=O)c2c(N)[nH]c(=S)[nH]c2=O)cc1	-0.9	0	-1	4	0	2	-7	3	3
CCOC(=O)c1nnn2c1nc(N1CCN(c3ccccc3)CC1)c1ccccc12	-1.9	9	-4	-9	0	7	-2	9	-11
O=C(Cc1ccccc1)NNC(=O)C1CCN(c2ncccn2)CC1	-0.9	-7	0	-20	0	0	-1	0	6
CN(Cc1ccccc1)c1nc2c(c(=O)[nH]c(=O)n2C)n1C	-1.2	-1	-2	11	1	4	7	-2	5
O=C(Nc1ccc2c(c1)CCC2)C1COc2ccccc2O1 (stereo not given)	2.3	7	-3	-12	2	6	-4	-1	11
N#CC/C(N)=N/NC(=O)CCCNc1ncc(C(F)(F)F)cc1Cl	2.5	0	2	4	0	-2	4	6	-6
CCOC(=O)CC(C#N)c1cn(C)c2ccccc12 (stereo not given)	0.4	5	1	-2	3	5	6	28*	0
Fc1ccc(-c2cc(-c3nnc4n3CCCCC4)c3ccccc3n2)cc1	-1.5	6	-3	-37	2	11	7	5	-4
CC(C)NC(=O)CN(Cc1ccc2c(c1)OCO2)C(=O)CCC(=O)Nc1ccccn1	-0.8	-3	-1	5	3	7	-7	-1	3
O=C(NC(=O)N1CCN(c2cccc(Cl)c2)CC1)c1ccccc1	-0.5	-4	-3	11	0	-5	3	-4	8
O=C(COc1cc2oc(=O)c3c(c2cc1Cl)CCC3)NCc1ccncc1	0.3	1	-1	-38	2	-10	9	-2	1
Cc1ccc2nc(NC(=O)c3cccc(-c4cc5ccccc5oc4=O)c3)sc2c1	0.9	7	3	-8	2	3	-9	-1	3
OCCCC1CCCN(Cc2cn[nH]c2-c2ccc(F)cc2F)C1 (stereo not given)	-0.7	-2	-1	14	1	9	-2	-1	24
CNS(=O)(=O)c1cccc(C(=O)OCC(=O)c2ccc3[nH]c(=O)[nH]c3c2)c1	.	.	.	1	0	1	-2	.	0
Cn1c(=O)c(C(=O)CN2CCCCC2)c(N)n(Cc2ccccc2)c1=O	-1.3	-3	-2	0	0	1	5	0	5
O=C(COc1ccc2oc3c(c2c1)CCCC3)Nc1ccccn1	-0.1	3	2	-6&8	2	10	2	-1	-4
COc1cccc(Nc2c3c(nc4c(-c5ccccc5)c(C)nn24)CCC3)c1	0.0	0	3	11	0	14	4	2	18
CCOc1ccc(NC(=O)NCc2ccco2)cc1	-0.8	-2	-1	-15	2	4	4	-1	7
CCCn1nnnc1SCC(=O)N1C(C)CCCC1C (stereo not given)	1.2	0	1	-1	1	2	-1	-6	10
CC1(c2ccc3ccccc3c2)NC(=O)N(CC(=O)O)C1=O (stereo not given)	-0.2	-4	0	-9	47*	-4	2	1	9

Part of the list above, set out differently:
> O=C(COc1cc2oc(=O)c3c(c2cc1Cl)CCC3)NCc1ccncc1
  PP5 inh = 0.3 | core dimer inh = 1 | PP1 counter = -1 | GASC-1 inh = -38 | GRK2 aptamer HTS = 2 | proCasp7 act = -10 | proCasp3 act = 9 | Fh CTSL1 inh = -2 | VLA-4 inh = 1

> Cc1ccc2nc(NC(=O)c3cccc(-c4cc5ccccc5oc4=O)c3)sc2c1
  PP5 inh = 0.9 | core dimer inh = 7 | PP1 counter = 3 | GASC-1 inh = -8 | GRK2 aptamer HTS = 2 | proCasp7 act = 3 | proCasp3 act = -9 | Fh CTSL1 inh = -1 | VLA-4 inh = 3

More records
SMILES	PP5 inh	core dimer inh	PP1 counter	GASC-1 inh	GRK2 aptamer HTS	proCasp7 act	proCasp3 act	Fh CTSL1 inh	VLA-4 inh
CCC(=O)c1cc2c(cc1NC(=O)c1ccc(C)cc1)OCCO2	2.6	2	0	1	14	-1	-2	2	2
COc1ccc(NC(=O)C(NS(=O)(=O)c2ccc3c(c2)CCCN3C(C)=O)C(C)C)c(OC)c1 (stereo not given)	-2.1	-1	-1	1	3	13	0	-1	-12
O=C(Cc1cccc2ccccc12)Nc1nnc(-c2cccc([N+](=O)[O-])c2)s1	0.9	34	2	14	0	3	-11	2	-15
CCN(CC)CCNC(=S)Nc1ccc2nc(N3CCOCC3)cc(C)c2c1	2.8	-5	-3	3	0	-10	-2	-6	7
O=C(O)c1cc(-c2ccc(N3CCOCC3)cc2)nn1-c1ccccc1Cl	-1.6	5	34*	6	1	-2	-5	0	0
Cc1ccccc1NC(=O)Cc1nc(COC(=O)c2cc(Cl)ccc2O)cs1	1.5	-1	1	3	0	10	4	2	-15
O=C(Oc1ccccc1Cl)c1ccc2c(=O)n3c(nc2c1)CCC3	1.4	6	0	0	1	2	8	-1	5
CCOC(=O)c1nc(NCc2ccccc2)sc1C	3.8	7	0	12	1	-20	-18	-1	2
Cn1cc(C(=O)NC2CCCCC2)c(=O)c2cc(S(=O)(=O)N3CCOCC3)ccc21	-0.3	2	-3	-12	2	8	5	0	-4
Cc1cc(C)cc(NC(=O)c2ccccc2CC[N+](=O)[O-])c1	1.2	-3	14	6	1	-1	3	12	18
Cc1cc(C)c(OCC(=O)NCC(C)(C)N2CCOCC2)c(C)c1	0.9	-1	-6	7	0	10	6	0	4
COc1ccc(C(=O)Nc2cc(C(=O)c3ccccc3)c(C)oc2=O)cc1	1.9	4	1	-5	6	-23	-10	18*	-5
Cc1ccc2c(c1)c1c3n2CCN(CC#N)C3CCC1 (stereo not given)	6.0	0	-2	-2	0	-1	-3	-3	-9
CSS(=O)(=O)c1cccc2cccnc12	-1.0	2	-5	6	7	-24	-28	-2	7
NC(=O)CC(NC(=O)c1ccccc1)c1ccc(N2CCCCCC2)c([N+](=O)[O-])c1 (stereo not given)	1.2	-8	2	-8	0	-6	-11	-4	-8
COC(=O)c1sccc1NC(=S)N(C)C1CCCCC1	1.3	3	-3	7	2	8	-2	-18	-4
O=C(NCc1ccon1)c1ccc(OC2CCN(CCc3ccccc3)CC2)cc1	1.6	-3	-7	-4	0	-2	-1	0	0
Cc1ccc(-c2csc3ncnc(N4CCN(Cc5ccccc5)CC4)c23)cc1	0.1	2	-7	9	0	7	-9	1	2
COc1ccccc1NC(=O)c1oc2ccccc2c1NC(=O)c1cc(OC)c(OC)c(OC)c1	3.2	2	-9	-7	1	-2	-10	-2	-6
COc1ccc(C(=O)N2CCCC(N3CCN(c4ccccc4OC)CC3)C2)c(OC)n1 (stereo not given)	1.2	-2	-2	12	5	5	10	1	13
CCOC(=O)N1CCN(C(=O)c2ccc3c(c2)N=C(CC)c2cc(C)ccc2S3)CC1	0.6	3	2	-1	0	0	-1	3	0
CCN(C(=O)COC(=O)c1ccc([N+](=O)[O-])o1)c1cccc2ccccc12	.	.	.	6	7	-10	12	.	25
O=C(O)C1CCCCC1C(=O)Nc1cccc2ccccc12 (stereo not given)	3.0	-3	3	10	0	-7	-1	-2	-1
O=C(Nc1cccc(C(=O)N2CCOCC2)c1)c1ncn[nH]1	2.1	3	0	4	3	-1	2	7	-1
CCCCc1cc(=O)oc2cc(C)cc(OCc3nn[nH]n3)c12	-1.5	2	-1	-4	4	-19	8	0	-5
CCC(C(=O)OCCOCCN(CC)CC)c1ccccc1 (stereo not given)	-0.3	2	3	5	3	3	-9	-1	-5
Cn1c(-c2ccncc2)nc2ccccc21	3.1	3	1	1	5	-3	-2	2	9

Outcome played no part in choosing rows; overall some 2.6% were active at least once.
